Screening results from PubChem.
TDP1 cell noCPT: qHTS for Inhibitors of human tyrosyl-DNA phosphodiesterase 1 (TDP1): qHTS in cells in absence of CPT. DT40 Tdp1-/- hTDP1 cells, no CPT, ATP luminescence, 48 h. actives 15% (n = 420,000). Potency, µM (titrated, usually from 46.2 µM), for inactives: at the top dose activity change, negative = growth inhibition, usual class: inhibitors; also: nearly all actives have a fitted effect of over 55% in size
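Growth kinetics read by CellTiter-Glo luminescence after ≥48 hr at 37 °C. Cells: DT40 Tdp1-/- stably carrying human TDP1, 400 per well, compound exposure in the absence of CPT (DMSO vehicle).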
TDP1 cell CPT: DT40-hTDP1 cell growth loss with CPT; actives 12% (n = 420,000); Potency, µM (titrated, usually from 46.2 µM), without a hit: top-dose activity change, negative = growth inhibition, usual class: inhibitors; chicken DT40 Tdp1-/-;hTDP1 cells + 20 nM CPT, ATP luminescence, 48 h; also: nearly all actives have a fitted effect of over 55% in size
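Chicken DT40 Tdp1-/- cells complemented with human TDP1, 400 cells/well, exposed to compounds plus 20 nM camptothecin for at least 48 h at 37 C; viability read as ATP content by CellTiter-Glo luminescence.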
KAT2A inh: blocks human GCN5L2 histone acetyltransferase. Potency, µM (top dose mostly 58.9 µM), without a hit: top-dose activity change, negative = inhibition, most hits filed as inhibitors. GCN5L2 HAT assay, ThioGlo1 CoA-SH fluorescence. Q92830. actives 0.21% (n = 390,000)
Target sequence (Q92830 whole entry, looked up): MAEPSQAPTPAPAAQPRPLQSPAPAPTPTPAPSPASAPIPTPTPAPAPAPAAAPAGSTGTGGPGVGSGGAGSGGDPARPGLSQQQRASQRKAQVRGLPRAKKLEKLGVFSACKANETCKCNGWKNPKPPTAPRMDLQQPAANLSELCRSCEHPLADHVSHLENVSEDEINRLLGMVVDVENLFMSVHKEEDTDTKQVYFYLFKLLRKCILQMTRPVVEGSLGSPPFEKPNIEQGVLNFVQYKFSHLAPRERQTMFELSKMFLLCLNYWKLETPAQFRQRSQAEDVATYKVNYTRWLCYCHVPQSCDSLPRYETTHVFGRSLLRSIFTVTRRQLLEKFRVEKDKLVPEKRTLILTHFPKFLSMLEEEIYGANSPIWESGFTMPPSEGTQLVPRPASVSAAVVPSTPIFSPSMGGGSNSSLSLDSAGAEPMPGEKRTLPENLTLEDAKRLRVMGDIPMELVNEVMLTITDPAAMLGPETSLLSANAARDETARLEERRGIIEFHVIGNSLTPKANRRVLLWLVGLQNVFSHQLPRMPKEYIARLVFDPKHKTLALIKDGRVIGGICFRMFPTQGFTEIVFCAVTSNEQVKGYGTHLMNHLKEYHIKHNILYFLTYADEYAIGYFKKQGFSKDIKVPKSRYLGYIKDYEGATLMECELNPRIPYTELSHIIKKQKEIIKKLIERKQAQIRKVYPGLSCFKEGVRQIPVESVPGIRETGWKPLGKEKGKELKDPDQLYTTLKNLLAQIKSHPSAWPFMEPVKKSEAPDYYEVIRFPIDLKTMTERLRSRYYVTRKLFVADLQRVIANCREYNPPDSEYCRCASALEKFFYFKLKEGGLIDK
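ThioGlo1-coupled HAT assay: 20nM GCN5L2, 70uM acetyl-CoA, 75uM H3(1-25) peptide, pH 7.5. Fluorescence read at 340/540nm at start and after 20 min at room temperature.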
An asterisk follows results filed as active; ? = inconclusive; . = not tested or not shown; & = joins results of further samples; [ ] = dose if it differs, or a comment. Calls follow the shape of the dose curve; as a rule, active = well fitted curve in the direction sought with a large enough effect; inconclusive = small, poorly fitted or top-dose-only effect, or another doubt; inactive = no such curve, though single readings can be large; an effect the other way counts as inactive or inconclusive. % is scaled to controls: 0 for no effect and ±100 for the full control effect; potency is read from the fitted curve at half-maximal effect. Some of the compounds tested. The share of hits here may be higher or lower than overall.

SMILES | TDP1 cell noCPT | TDP1 cell CPT | KAT2A inh
CSc1nnc(-c2ccccc2N=Cc2c(C)[nH]n(-c3ccccc3)c2=O)c(=O)[nH]1 | ? | -9% | -12%
C=CCN(c1ccccc1OC)S(=O)(=O)c1ccc(Cl)c(C(=O)NCc2ccco2)c1 | 13µM* | 18µM* | .
CCOc1cccc(-c2nnc3sc(COc4ccc(Cl)cc4)nn23)c1 | ? | ? | -1%
COc1ccccc1CCc1nnc(CCC(=O)NC(C)Cc2ccsc2)o1 (centres undefined) | ? | -12% | -6%
Cc1ccc2c(=O)cc(C(=O)Nc3ccc(S(=O)(=O)N(C)c4ccccc4)cc3)oc2c1C | -6% | 2% | -4%
COc1ccc2nc(N(CCN(C)C)C(=O)c3ccc4ncsc4c3)sc2c1 | -19% | -2% | .
COc1ccc(NC(=O)CC2Oc3ccccc3NC2=O)cc1 (centres undefined) | -29% | -9% | -21%
COc1cccc(Cn2c(=O)c(-c3cc(F)cc(F)c3)nc3cnc(N4CCOCC4)nc32)c1 | 4% | -1% | -6%
Cc1nc2ccc(S(=O)(=O)NC(C(=O)N3CCCC3)C(C)C)cc2s1 (centres undefined) | -26% | ? | 0%
O=C(N/N=C/c1ccc[nH]1)c1ccccc1[N+](=O)[O-] | -10% | -4% | 15%
N/C(=N\OC(=O)c1ccc(Cl)c([N+](=O)[O-])c1)c1ccccc1 | ? | -12% | -4%
Cc1ccc(-c2cc(C(=O)N/N=C/c3ccccc3)n[nH]2)o1 | ? | -16% | -13%
Cc1ccc2nc(NC(=O)c3ccc(Cn4cc(Cl)cn4)o3)sc2c1 | -11% | 0% | -5%
CNC(=O)COC(=O)c1cccc(S(=O)(=O)N2CCN(c3ccc(F)cc3)CC2)c1 | 6% | -2% | -6%
COc1cc(OC)c2c3c(c(C4CCCCC4)nc2c1)CCCC3 | ? | ? | .
c1cncc(N=c2scc(-c3cccc4ccccc34)n2CCCn2ccnc2)c1 | ? | ? | 0%
N#Cc1c(NC(=O)C2CCCO2)sc2c1CCCCCC2 (centres undefined) | -23% | -4% | -1%
COc1ccc(C2c3cc(OC)c(OC)cc3CCN2S(C)(=O)=O)cc1OC (centres undefined) | 21µM* | 16µM* | 0%
CCN(CC)c1nc(-c2ccccc2)nc2c1sc(=S)n2CC | 3% | 4% | -10%
Cc1nccn1CCOc1ccccc1Cl | -4% | 2% | 0%
C=CCNC(=S)Nc1ccc(Cl)cc1 | ? | ? | -5%
Cc1ccc(S(=O)(=O)N2CCC3(CC2)OCCO3)cc1 | 16% | -5% | ?
Cc1cccc(CN2CCc3c(OCC(=O)NCc4ccco4)cccc3C2=O)c1 | ? | ? | -9%
Oc1c(CN2CCCCC2)ccc2cccnc12 | 1µM* | 1.6µM* | .
O=C(O)Cc1cccc(-c2cc(CCCCCCc3ccc(O[C@H]4O[C@H](CO)[C@@H](O)[C@H](O)[C@@H]4O)c(-c4cccc(CC(=O)O)c4)c3)ccc2O[C@H]2O[C@H](CO)[C@@H](O)[C@H](O)[C@@H]2O)c1 | 9% | 2% | .

Full records, looked up by structure.
Entry for N/C(=N\OC(=O)c1ccc(Cl)c([N+](=O)[O-])c1)c1ccccc1 = TDP1 cell noCPT: ?; TDP1 cell CPT: -12%; KAT2A inh: -4%
Entry for CCN(CC)c1nc(-c2ccccc2)nc2c1sc(=S)n2CC = TDP1 cell noCPT: 3%; TDP1 cell CPT: 4%; KAT2A inh: -10%

Next records.
SMILES | TDP1 cell noCPT | TDP1 cell CPT | KAT2A inh
CN(C)C(=O)CCC(=O)NCC1Cc2cccc(-c3ccccc3C(F)(F)F)c2O1 (centres undefined) | -23% | ? | .
CCc1ccc2[nH]c(=O)c(C(c3nnnn3Cc3ccco3)N3CCC(C)CC3)cc2c1 (centres undefined) | ? | ? | 3%
CC1(C)Cc2nc3oc4c(=S)nc[nH]c4c3cc2CO1 | -9% | -1% | 2%
COc1ccccc1-n1cc([C@@H]2C[C@H]3CN(c4ccccc4)C(=O)[C@]34CCCN24)cn1 | 3% | -7% | -3%
COc1ccc(C(=O)C2CCCN(C(=O)C3CCOCC3)C2)c(C)c1 (centres undefined) | 5% | -4% | -9%
Cc1ncc2c(n1)NC(=O)NC2 | 8% | 9% | .
CCOC1=C2[C@H](c3cccc(Cl)c3)N(S(=O)(=O)c3ccc(C)cc3)C[C@H]2n2c(=O)n(-c3ccccc3)c(=O)n2C1 | -7% | 1% | .
CCc1ccc(C(O)c2ncc(-c3ccc(Cl)cc3)[nH]2)cc1 (centres undefined) | ? | ? | .
CCOc1ccccc1NC(=S)N1C2CCC1CC(NC(=O)NC13CC4CC(CC(C4)C1)C3)C2 (centres undefined) | ? | ? | 6%
Cc1ccc(C(=O)C2=C(O)C(=O)N(Cc3ccco3)C2c2ccc(N(C)C)cc2)o1 (centres undefined) | ? | ? | ?
Cc1cccc(NC(=O)Nc2cccc(C)n2)n1 | -3% | 4% | -4%
CCN(C(=O)c1cccc(S(=O)(=O)N(C)C)c1)C12CC3CC(CC(C3)C1)C2 | 12µM* | 13µM* | -4%
O=C(NC(=S)N1CCN(c2ccc(Cl)cc2[N+](=O)[O-])CC1)c1cccs1 | 21µM* | 9.2µM* | 27%
NC(Cc1ccc2nsnc2c1)C(=O)O (centres undefined) | 1% | 2% | .
Clc1cc(Br)ccc1OCCn1ccnc1 | -27% | 0% | -1%
CCN1C(=O)c2ccccc2Sc2ccc(C(=O)NCCC(C)C)cc21 | -24% | 2% | -6%
COc1ccc(Cl)c2sc(N3CCN(C(C)=O)CC3)nc12 | -1% | -10% | -3%
Oc1[nH]c2ccccc2c1/C=N/c1nccs1 | ? | -24% | 40%[activator]
CCOc1ccccc1CNC(=O)c1cc(-c2ccc(Cl)s2)nc2ccccc12 | 13µM* | -77% | -9%
N#Cc1ccccc1 | -6% | -9% | 0%
CC(=O)Nc1ccc(CN2CCN(C3CCCC3)C(CCO)C2)cc1 (centres undefined) | 4% | 5% | -10%
O=C(CCS(=O)(=O)c1ccccc1)N1CCCc2ccccc21 | ? | ? | -1%
Cc1ccnc(NS(=O)(=O)c2ccc(NC(=O)C(C)(C)C)cc2)n1 | 2% | -7% | -4%
COc1ccccc1COC(=O)CN1C(=O)NC2(CCCCC2C)C1=O (centres undefined) | -12% | 38%[activator] | 0%
CSc1cccc(NC(=O)CN(C)S(=O)(=O)c2ccc(C)cc2)c1 | 16µM* | ? | -5%

An excerpt of these results, with each value named:
> CCOc1ccccc1CNC(=O)c1cc(-c2ccc(Cl)s2)nc2ccccc12
  TDP1 cell noCPT: 13µM*
  TDP1 cell CPT: -77%
  KAT2A inh: -9%

> N#Cc1ccccc1
  TDP1 cell noCPT: -6%
  TDP1 cell CPT: -9%
  KAT2A inh: 0%

> CC(=O)Nc1ccc(CN2CCN(C3CCCC3)C(CCO)C2)cc1 (centres undefined)
  TDP1 cell noCPT: 4%
  TDP1 cell CPT: 5%
  KAT2A inh: -10%

> O=C(CCS(=O)(=O)c1ccccc1)N1CCCc2ccccc21
  TDP1 cell noCPT: ?
  TDP1 cell CPT: ?
  KAT2A inh: -1%

Carrying on.
SMILES | TDP1 cell noCPT | TDP1 cell CPT | KAT2A inh
CCCCOc1ccc(-c2c(C(=O)Nc3ccccc3)c(C)[nH]c(=S)c2C#N)cc1 | 3% | -35% | -9%
CCOc1ccc(NC(=O)CSc2ccc(-c3ccccn3)nn2)cc1 | ? | ? | -4%
COc1ccc(C)cc1NC(=O)Cn1c(=O)nc(-c2ccccc2F)c2cc(Cl)ccc21 | -1% | -5% | -4%
CC1SCC(NC(=O)c2ccccc2Cl)CS1 (centres undefined) | -15% | 6% | 2%
COc1ccc(C(=O)N/C(=C\c2ccc(OC)c(OC)c2)C(=O)N2CCCCC2)cc1 | ? | ? | -9%
Cc1cccc(CSc2ncc(Cl)c(C(=O)Nc3sc4c(c3C(N)=O)CCCC4)n2)c1 | 8.2µM* | 23µM* | -5%
COc1ccc(S(=O)(=O)N(C)c2ccc(C(=O)N3CCOCC3)cc2)cc1 | ? | -21% | -4%
COc1ccccc1OCCSc1nc2ccc([N+](=O)[O-])cc2s1 | ? | ? | -8%
O=C(Nn1cnc2ccccc2c1=O)c1ccccc1[N+](=O)[O-] | -4% | 7% | -2%
CCN1CCN(C(=O)c2cc3c(=O)oc4ccc(C)cc4c3s2)CC1 | -13% | -14% | 1%
O=C1CCc2cc(S(=O)(=O)NCc3ccc(Cl)cc3)cc3c2N1CC3 | -1%&4% | 5%&-11% | -1%&-2%
COc1ccc(CCn2c(-c3cc([N+](=O)[O-])cc([N+](=O)[O-])c3)nc3nc4ccccc4nc32)cc1OC | 23µM* | ? | 6%
O=C(NC(=O)c1ccccc1)Nc1ccccc1O | -6% | 1% | 23%
CC1CC(C)(C)Nc2ccc(N=O)cc21 (centres undefined) | 1.8µM* | 2.3µM* | -10%
O=C(CCS(=O)(=O)c1ccccc1)Nc1ccc(S(=O)(=O)Nc2ncccn2)cc1 | -13% | -10% | 0%
COCCCN(CCCN)Cc1ccco1 | -16% | -13% | -10%
Cc1ccc(C(C(=O)NCC2CCCO2)N(C(=O)c2snc(C(N)=O)c2N)c2ccccc2)o1 (centres undefined) | ? | -28% | -6%
C=CCN(CC(=O)NCc1ccc(OC)cc1)C(=O)c1csnn1 | 1% | -24% | 1%
CC(C)(C)c1cc(C2=CSC3=NCCN23)cc(C(C)(C)C)c1O | ? | ? | -7%
O=S(=O)(O)c1cc(O)c2c(O)c(N=Nc3cc(Cl)ccc3O)c(S(=O)(=O)O)cc2c1 | 18µM* | 18µM* | -11%
Cc1ccc(NC(=O)CCc2c[nH]c3ccccc23)nc1 | 2.6µM* | 2.6µM* | -3%
CC(=O)NC1=C(NC2CCS(=O)(=O)C2)C(=O)c2ccccc2C1=O (centres undefined) | 12µM* | 10µM* | -17%
Nc1ccc(NC2C[C@@H](C(=O)O)NC2=O)cc1 (some centres undefined) | -5% | 5% | -19%
CCN(CC)CCCNc1nc(N)c([N+](=O)[O-])c(N2CCCCCC2)n1 | -4% | 7% | -3%
CCOc1cc(/C=C2\NC(=S)N(c3c(C)n(C)n(-c4ccccc4)c3=O)C2=O)ccc1O | ? | 1% | -7%
SMILES | TDP1 cell noCPT | TDP1 cell CPT | KAT2A inh
CC1CCN(CCNC(=O)C2CCCN(S(=O)(=O)c3cccc4nonc34)C2)CC1 (centres undefined) | -2% | ? | -15%
NC1=NC(=O)/C(=C/c2cc(Br)c(O)c(Br)c2)S1 | 0% | 3% | -10%
O=C(NC(=S)NNC(=O)c1cccs1)c1ccccc1 | 15µM* | ? | -10%
CN1CCN(C(c2ccc(F)cc2)c2nnnn2Cc2cccs2)CC1 (centres undefined) | -23% | -10% | 3%
COc1ccc(S(=O)(=O)N2CCC(NC(=O)C(Cc3cccc(OC)c3OC)NC(C)=O)CC2)cc1 (centres undefined) | 1% | 2% | -4%
Cc1cc(C)nc(SCc2ccc(C(=O)N/N=C/C3CCCCC3)cc2)n1 | 1% | -2% | 0%
Cc1onc(-c2ccccc2)c1C(=O)Nc1ncc([N+](=O)[O-])s1 | 21µM* | 23µM* | -2%
CCOC(=O)/C(C#N)=C/c1cn(CCC(=O)O)nc1-c1ccccc1 | -12% | ? | -2%
c1ccc(C(c2ccccc2)N2CCN(C(c3ccccn3)c3nnnn3C3CCCC3)CC2)cc1 (centres undefined) | -7% | 2% | -2%
CCn1c(-c2ccccc2Cl)nn(CC(=O)Nc2ccccc2C)c1=S | 3% | 2% | -10%
COc1ccc(C(=O)N2CCCC(C(=O)O)C2)c2ccccc12 (centres undefined) | 8% | 1% | -4%
CCc1ccccc1Nc1nn2c(=O)c3ccc(C(=O)NC4CCCCC4)cc3nc2s1 | 13µM* | 10µM* | -7%
O=C(/C=C/c1cccc(C(F)(F)F)c1)N1CCN(c2ccccn2)CC1 | ? | ? | -13%
Cc1onc(-c2ccccc2Cl)c1C(=O)OCC(=O)N1CCCc2ccccc21 | ? | ? | -6%
COCCNC(=O)CN(C(=O)Cn1nnc2ccccc21)c1cccc(C)c1C | -2% | 11% | -9%

An excerpt from above in order of length of the SMILES, low to high.
SMILES | TDP1 cell noCPT | TDP1 cell CPT | KAT2A inh
O=C(NC(=S)NNC(=O)c1cccs1)c1ccccc1 | 15µM* | ? | -10%
O=C(/C=C/c1cccc(C(F)(F)F)c1)N1CCN(c2ccccn2)CC1 | ? | ? | -13%
CCc1ccccc1Nc1nn2c(=O)c3ccc(C(=O)NC4CCCCC4)cc3nc2s1 | 13µM* | 10µM* | -7%
